Autophagy HCS: modulators of autophagy; MEF GFP-LC3 puncta imaging; test concentration mostly 10 µM; calls only at 10 µM (by protocol); actives 0.98% (n = 190,000);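 active = percentage of spot-positive cells more than 3 SD above its plate mean, without a fluorescence outlier flag or 80% toxicity; inconclusive = no clear call, values can overlap the other calls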;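 also: spot-positive cell cutoff set from DMSO-treated cells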
bCat nuc transl: modulators of beta-catenin nuclear translocation; HeLa beta-catenin nuclear translocation, immunofluorescence imaging; nuclear translocation activity, % at 5 µM; actives 0.3% (n = 190,000); AID 1665;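 active = nuclear translocation activity above 50% at 5 µM, with a well cell count of 50 or more; inconclusive = wells under 50 cells across six images, flagged as toxic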;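 also: per-cell ratio of nuclear to cytoplasmic median beta-catenin stain intensity; plate controls were DMSO negative control for no effect and GSK-3 inhibitor IX positive control for full effect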
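assay system = human HeLa cells, endogenous beta-catenin | times = compound treatment 24 h, 37°C, 5% CO2 | detection = Anti-beta-catenin immunofluorescence on PFA-fixed, Triton-permeabilized cells, DAPI nuclei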
Dynein cargo inh: dynein cargo transport inhibition; actives 0.47% (n = 220,000); AID 1381; z-score, hits read low; 3617.4 mouse cells, GR-EGFP nuclear translocation imaging; test concentration mostly 20 µM; stimulated with dexamethasone, 1 µM; hits give low values;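 active = plate z-score of nuclear minus cytoplasmic receptor signal below a set negative limit, without overly bright fluorescence or cell loss, cut at about -3.5 in these data, passing the limit was not always enough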;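 also: z-score of nuclear minus cytoplasmic ring GR-EGFP intensity difference per well; some compounds called inactive have numbers as strong as hits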
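medium = tetracycline-free induction medium containing charcoal-stripped FBS | probe or stimulus = dexamethasone, 1.0 µM final | timing = 48 h induction, then 1 h compound, then 30 min agonist, 37 °C | detection = automated 10x imaging of fixed Hoechst-stained cells | read-out basis = nuclear versus cytoplasmic GR-EGFP signal, averaged per well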
P. falciparum M1AAP: P. falciparum M1AAP inhibitors, biochemical, fluorogenic H-Leu-NHMec substrate, 1536-well (AID 1445); recombinant M1AAP, H-Leu-NHMec fluorogenic kinetic assay; higher % means a stronger effect; one-dose inhibition, % at 30 µM; IC50 in µM for titrated hits; actives 0.42% (n = 220,000);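 active = primary inhibition above the hit cutoff, then over 50% inhibition at one or more dose response concentrations, cut at about 23% in these data, passing the limit was not always enough; inconclusive = conflicting primary data, or primary hits not chosen for dose response; inactive = low primary inhibition, or under 50% at every dose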;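 also: plate controls were DMSO full reaction for no effect and no enzyme background for full effect; strong numbers were not always called active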
Ins promoter up: MIN6 insulin promoter up-regulation. MIN6 insulin promoter-GFP reporter, high-content imaging; hits give high values. z-score at 5 µM. actives 0.3% (n = 190,000);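 active = z-score above 3 at 5 µM with at least 500 cells counted in the well; inconclusive = wells under 500 cells, flagged as cytotoxic or low count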
P. falciparum M17LAP: P. falciparum M17LAP inhibitors, primary screen, biochemical, fluorogenic H-Leu-NHMec substrate, 1536-well (AID 1619); recombinant M17LAP, H-Leu-NHMec fluorogenic kinetic assay; higher % means a stronger effect; one-dose inhibition, % at 30 µM; IC50 in µM for titrated hits; actives 0.38% (n = 220,000);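 active = compound inhibiting the enzyme by more than half at any dose during confirmatory dose-response retesting; inconclusive = strong single-dose inhibitors picked by rank but not retested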;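 also: plate controls were full reaction with DMSO carrier for no effect and no enzyme background for full effect; strong numbers were not always called active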
CSM14.1 death rescue: protection against thapsigargin-triggered cell killing – 384-well, CSM14.1, ATP luminescence, primary screen (AID 1222); CSM14.1 thapsigargin-induced death rescue, ATP luminescence; higher % means a stronger effect; cellular ATP content (survival), % at 20 µM, or EC50 in µM where a hit was titrated; 190,000 tested, under 10 active;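 active = EC50 below 50 µM in the dose-response confirmation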;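 also: death triggered by thapsigargin at about 15 µM added after 2 h compound pretreatment; cell ATP read after overnight thapsigargin exposure of roughly 18 to 22 hours; normalized against plate controls of thapsigargin alone and 5% DMSO vehicle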
UTI89 phage lysis: inhibition of K1F phage lysis, E. coli UTI89, bacterial capsule biogenesis inhibitors, alamar blue (AID 488966); E. coli UTI89 K1F phage lysis, alamar blue, 2 h; higher % means a stronger effect; inhibition, % at 100 µM; hits with a dose series show IC50 in µM; actives 0.02% (n = 340,000);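 active = phage lysis inhibition, versus mean bacterial control, above a set limit; inconclusive = no clear call, values can overlap the other calls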;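 also: capsule biogenesis inhibitors block K1F phage lysis so surviving cells raise fluorescence; higher fluorescence means more inhibition of phage lysis; actives were called in the ten point dose series up to 300 µM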
MT stabilize HCS: stabilizes microtubules in HeLa cells; actives 0.83% (n = 200,000); HeLa tubulin immunostaining HCS, 24 h; share of cells brighter than vehicle mean+2SD; AID 2205; % tubulin-high responders, % at 10 µM;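 active = plate Z-score above 3 for both tubulin-high and condensed-nucleus cell shares, with cell loss under 80%, at 10 µM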;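 also: anti alpha tubulin signal scored within the nucleus-defined area of each cell; some results filed as inactive read as strong as hits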
Dynein cargo inh cytoplasmic EGFP: second read-out of Dynein cargo inh, no call of its own (marks repeat the call); z-score; measured here: cytoplasmic GR-EGFP intensity; hits give high values
Dynein cargo inh nuclear GR-EGFP: recorded beside Dynein cargo inh, whose call it bears; z-score; measured here: nuclear GR-EGFP intensity;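 lower value marks the stronger effect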
Dynein cargo inh cell count: second read-out of Dynein cargo inh, no call of its own (marks repeat the call); z-score; measured here: cell count per field
Ins promoter up cell count: further read-out of Ins promoter up, marked with its call; cell count; measured here: cytotoxicity, nuclei count;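 total cells summed across four imaged fields per well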
bCat nuc transl cell count 5 µM: second read-out of bCat nuc transl, no call of its own (marks repeat the call); cell count; measured here: cell count, cytotoxicity flag
MT stabilize HCS Hoechst-high %: also measured in MT stabilize HCS; calls as there; % Hoechst-high responders; measured here: nuclear condensation Hoechst responders;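 share of cells brighter than vehicle mean plus two SD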
MT stabilize HCS cytotoxicity %: recorded beside MT stabilize HCS, whose call it bears; toxicity, %; measured here: cytotoxicity by cell density;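 0% = mean cell density of plate MIN control wells and 100% = no cells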
Autophagy HCS cell loss 18 h: second read-out of Autophagy HCS, no call of its own (marks repeat the call); toxicity, %; measured here: cell loss, nuclei count;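 cell loss after 18 h compound exposure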
* marks the source's active call; other numbers are inactive results; i = inactive; ? = inconclusive; / = no result given; & = joins results of further samples; [ ] = another dose, or the depositor's remark.

SMILES	Autophagy HCS	Autophagy HCS cell loss 18 h	bCat nuc transl	bCat nuc transl cell count 5 µM	Dynein cargo inh	Dynein cargo inh cytoplasmic EGFP	Dynein cargo inh nuclear GR-EGFP	Dynein cargo inh cell count	P. falciparum M1AAP	Ins promoter up	Ins promoter up cell count	P. falciparum M17LAP	CSM14.1 death rescue	UTI89 phage lysis	MT stabilize HCS	MT stabilize HCS Hoechst-high %	MT stabilize HCS cytotoxicity %
O=C(NCC(=O)N(CC1CCCO1)C(C(=O)NC1CCCC1)c1ccc(F)cc1)c1ccco1 (stereo unspecified)	i	-6.3	0.2	1181	-0.975	-0.232	-0.602	1.88	5.1%	-1.11	1344	-0.5%	3.8%	i	2.4	1.3	3.6
COc1ccc(C(O)c2nc3ccccc3n2C)cc1OC (stereo unspecified)	i	12.0	-2.8	974	0.0322	-0.155	0.303	0.255	3.0%	?	/	9.3%	-1.8%	3.8%	3.0	2.6	5.1
CCCn1nnc2sc3c(c2c1=O)CCC(C)C3 (stereo unspecified)	i	30.8	-0.1	1000	-0.121	0.00201	0.405	1.32	6.6%	0.56	986	-5.0%	4.6%	-0.4%	3.3	1.6	0.6
O=c1cc(CSc2ccc(Cl)cc2)nc2nc[nH]n12	i	-2.7	5.0	616	-0.99	-0.181	-0.276	0.488	11.3%	0.48	1243	10.4%	1.4%	1.3%	2.1	3.1	10.4
COc1ccc(/C=C2\CCc3ccccc3C2=O)c(OC)c1OC	i	3.5	/	/	0.287	-0.35	0.301	-0.0232	6.1%	-0.53	1321	18.1%	-0.3%	0.5%	2.4	1.9	3.0
CCN(CC)S(=O)(=O)c1ccc(C)c(NC(=O)Cn2c(=O)cnc3ccccc32)c1	i	8.9	-1.9	1020	-0.179	-0.252	-0.134	0.746	2.1%	-0.13	1422	10.0%	-1.5%	-0.3%	2.5	2.2	5.3
Cc1ccc(-n2nnnc2-c2cccc(C)c2)cc1	i	-5.8	-0.1	1048	-0.0745	-0.379	0.546	-0.191	12.2%	-0.25	1122	2.4%	0.1%	0.3%	0.0	3.1	6.9
Cn1c(=NC(=O)C2CCN(S(=O)(=O)c3cccs3)CC2)sc2ccccc21	i	10.3	-0.4	1357	0.82	-0.292	0.739	-0.697	-10.1%	-0.18	1329	-4.4%	-0.7%	-0.8%&0.4%	7.6	3.4	8.4
O=C(O)c1cccc(CSc2nc(-c3ccc(Cl)cc3)cc(C(F)(F)F)n2)c1	i	-29.5	-1.2	1405	0.779	-0.227	0.762	0.489	7.5%	-0.19	1603	36.0%	-1.8%	-2.1%	3.0	1.7	6.5
COC(=O)c1sccc1NC(=S)N1CCN(c2ccc(F)cc2)CC1	i	-6.5	0.0	541	-0.896	-0.314	-0.742	1.08	-1.4%	0.12	1181	-1.3%	-2.2%	2.2%	1.6	1.9	7.5
Cc1nnc(-c2ccc(Cl)cc2)[nH]c1=O	i	2.2	0.0	1067	0.961	-0.245	0.881	-0.544	-1.9%	-0.06	1470	-3.1%	0.7%	-0.5%	1.1	1.9	8.6
COc1cc(C2CC(=O)c3c(O)cc(O)cc3O2)ccc1O (stereo unspecified)	i	26.8	-1.7	1019	-0.0745	-0.223	0.105	0.257	-0.5%	-0.17	1400	6.7%	-0.5%	1.3%	2.3	1.4	3.2
O=C(N/N=C/c1ccc([N+](=O)[O-])cc1)c1cccc2cc[nH]c12	i	7.1	-1.9	1097	-0.768	0.212	0.0493	1.27	-2.7%	1.19	1222	-1.0%	-0.3%	0.8%	2.3	4.2	10.7
COc1ccc(N(C(=O)C(C)C)S(=O)(=O)c2cccs2)cc1	i	7.3	/	/	-0.955	-0.132	-0.419	0.815	0.9%	-0.03	888	10.9%	-1.5%	-2.3%	1.1	0.8	10.4
CSc1ccc(C2NC(=O)c3c(sc4c3CCN(C)C4)N2)cc1 (stereo unspecified)	i	2.1	/	/	0.177	2.02	0.731	-0.362	8.2%	0.57	825	-9.7%	0.4%	0.3%	2.9	4.1	3.9
CCc1ccccc1NC(=O)c1onc(C)c1Cl	i	3.4	-0.5	1234	1.38	0.0647	1.17	-1.4	0.5%	-0.28	916	5.0%	-0.1%	-1.0%	3.4	3.2	4.4
O=C(Nc1cccc(C(=O)N2CCCCCC2)c1)c1ccco1	i	-2.7	/	/	1.06	-0.157	-0.0537	-0.461	1.6%	-0.91	1325	11.3%	-0.9%	0.3%	2.4	2.2	4.7
Cc1cccc(N2C(=O)CC(n3ccnc3)C2=O)c1C (stereo unspecified)	i	3.4	-0.7	1128	-0.327	-0.3	-0.109	0.691	9.6%	-0.07	1269	4.8%	-0.3%	0.3%	3.5	1.3	5.0
CCN(CC)C(=O)COc1cc(C)cc2oc(=O)cc(-c3ccccc3)c12	i	-0.1	0.8	1194	1.67	-0.204	0.401	-1.73	10.8%	-0.05	1609	7.5%	-0.3%	-0.5%	2.8	1.0	8.4
CN(C)c1oc(-c2ccc(Cl)cc2)nc1S(=O)(=O)c1ccccc1	i	5.0	1.2	546	-0.309	-0.221	-0.164	-0.226	15.5%	-0.8	1270	-6.5%	-0.6%	1.7%[50 µM]	3.3	2.9	3.8
CCOC(=O)CN1C(=O)CN(c2ccc(C)cc2)C1=O	i	11.8	0.3	1106	-0.753	-0.157	-0.569	0.503	0.7%	-0.57	1459	3.1%	-1.9%	2.9%[50 µM]	5.1	2.4	6.9
COC(=O)c1sc(S(=O)(=O)NC(C)C(=O)O)c(C(=O)OC)c1C (stereo unspecified)	i	-7.0	-3.5	1173	2.34	0.0794	1.59	-2.5	1.0%	0.27	1220	3.0%	-0.7%	-0.2%	3.0	3.0	9.2
CC(C(=O)NC1=NCCS1)N1C(=O)c2ccccc2C1=O (stereo unspecified)	i	-1.6	-4.4	909	-0.33	-0.233	-0.00629	1.02	22.3%	/	/	-8.2%	0.4%	0.8%	2.1	1.9	8.9
Cc1ccc(NC(=S)c2nc3ccccc3[nH]2)cc1	i	18.8	9.3	824	0.361	-0.19	-0.0974	0.444	-3.5%	-1.13	1543	-2.4%	-4.9%	1.0%	1.5	0.8	0.5
Cc1cc(C(F)(F)F)n(-c2nc(C(=O)N/N=C/c3ccc(F)cc3)cs2)n1	i	-0.9	/	/	-0.18	-0.122	-0.376	0.279	-7.4%	/	/	-5.2%	-1.1%	0.0%	49.1*	19.8*	54.9*
COc1cc(OC)c(/C=N/NC(=O)COc2cccc3cccnc23)c(OC)c1	/	/	0.1	1220	0.146	-0.211	0.58	0.102	3.5%	0.09	1105	4.7%	/	-1.6%	/	/	/
CCC(=O)Oc1ccc(C2N(C(=O)CC)CCN2S(=O)(=O)c2ccc(C)cc2)cc1OC (stereo unspecified)	i	-28.0	1.5	1424	1.34	0.921	0.99	-0.316	-1.1%	0.52	1360	18.1%	-1.3%	0.4%	4.4	3.9	14.2
Cc1cc(N)n2nc(-c3ccccc3)cc2n1	i	-8.7	1.1	886	-0.157	-0.323	-0.46	0.777	4.0%	-0.14	1193	-7.3%	-8.0%	0.0%[50 µM]	5.5	9.8	3.0
CCn1c(SCC(=O)Nc2cc(C)on2)nc2c1c(=O)n(C)c(=O)n2C	i	-0.2	2.5	1228	-0.15	2.09	0.694	-0.887	4.5%	-0.89	912	3.8%	5.5%	-1.5%	10.3	2.4	8.1
O=C(Nc1nc(-c2ccc(S(=O)(=O)N3CCCCCC3)cc2)cs1)c1ccccc1	i	7.6	/	/	-0.0858	-0.126	0.102	1.05	2.5%	-0.25	770	-3.4%	1.6%	-0.2%	2.8	1.8	7.7
Nc1nc(SCC(=O)N2CCN(S(=O)(=O)c3ccc(Cl)cc3)CC2)n[nH]1	i	-0.8	-0.7	1031	-0.0976	-0.19	-0.5	-0.227	-6.3%	0.86	1237	8.5%	2.2%	-0.1%	2.1	2.1	8.4
CC(C)(C)C(=O)Nc1nc(=S)ss1	i	5.6	-3.9	1138	0.698	2.47	0.503	-0.34	4.6%	0.34	805	4.6%	0.0%	-0.3%	1.7	0.9	5.5
CC(C)OC(=O)[C@H]1[C@H](c2ccc(Cl)cc2)[C@@](C#N)(C(N)=O)[C@@H]2C=CC(C(N)=O)=CN21	i	-0.4	/	/	-2.1	0.758	-0.338	1.13	8.4%	-0.23	1177	8.4%	/	0.6%	2.3	1.5	5.8

From PubChem
